# Source: PubChem
# INS-1E GSIS act: GLuc luminescence reporter in INS-1E cells, primary screen for activators of glucose-dependent secretion of insulin. INS-1E GLuc reporter insulin secretion, 2-3 h. activation, % at 16.6 µM. 370,000 tested, 0.61% active. AID 743287;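 active = lowest replicate activation of at least 40%, so every replicate reaches that level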;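 note: 0% = median of neutral control wells and 100% = median of IBMX positive control wells; some compounds called inactive have numbers as strong as hits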
# RAD54 branch: blocks human RAD54 Holliday junction branch migration; FAM/BHQ fluorescence; inhibition, % at 10.4 µM; 360,000 tested, 0.14% active; AID 602329;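 active = mean normalized replicate activity at least 40 and at least half of replicates scoring 40 or more; inconclusive = only one of the two criteria met; inactive = mean below 40 and under half of replicates reaching 40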;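 note: 0% = median of neutral control wells and 100% = median of positive control wells; inhibitors cause a drop in the FAM fluorescence signal; in these data hits start at about 50%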
# F508del corr: correctors of CFTR F508del function in bronchial epithelial cells. 350,000 tested, 0.36% active. AID 720511. CFBE cells, YFP halide quenching; stimulated with forskolin plus potentiator P3; % fluorescence drop versus neutral controls. activity (quench increase), % at 7.58 µM;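 active = mean added fluorescence quench of at least 8% versus neutral control, with both replicates also reaching 8%; inconclusive = only one of the mean or replicate conditions met; inactive = mean below 8% and not both replicates reaching 8%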;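 note: cells transiently co-express mutant CFTR-F508del with the halide-sensitive YFP; corrector assay measuring rescue of mutant channel to the surface after 24 h compound exposure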
# Casp6 inh: blocks human caspase-6 cleavage activity; inhibition, % at 12.5 µM; P55212; 350,000 tested, 0.53% active; purified caspase-6, Z-VEID-R110 cleavage fluorescence;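 active = mean inhibition across replicates at least about 35%, with every replicate also reaching that limit, limit read from the data; inconclusive = only one of the two criteria met; inactive = neither criterion met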;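 note: 0% = median of neutral control wells and 100% = no fluorescence left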
# Target sequence (P55212 24-179 limits assumed): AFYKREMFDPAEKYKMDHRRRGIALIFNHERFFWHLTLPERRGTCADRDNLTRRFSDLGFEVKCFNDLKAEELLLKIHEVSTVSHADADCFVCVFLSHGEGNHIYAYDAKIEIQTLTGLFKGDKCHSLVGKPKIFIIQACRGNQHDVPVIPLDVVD
# Target sequence (P55212 194-293 limits assumed): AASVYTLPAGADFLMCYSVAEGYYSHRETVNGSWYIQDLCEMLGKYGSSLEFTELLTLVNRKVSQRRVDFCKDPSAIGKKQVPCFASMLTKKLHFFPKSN
# E-selectin induc: E-selectin induction on HUVECs | 260,000 tested, 0.37% active | activation, % at 7.58 µM | P16581 | AID 686992 | HUVEC E-selectin immunofluorescence imaging; normalized: neutral wells 0, TNF-alpha wells 100;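 active = mean E-selectin-positive cell signal at least 10% of the positive control, reached in at least 60% of replicates, without over 20% cell loss; inconclusive = no rule given, readout overlaps actives, possibly toxicity-flagged; inactive = the rest, including those meeting only one limit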;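 note: in these data hits start at about 27%; measured in HUVEC primary endothelial cells; signal is the percent of cells scored E-selectin positive by PE staining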
# Target sequence (P16581 whole entry, looked up): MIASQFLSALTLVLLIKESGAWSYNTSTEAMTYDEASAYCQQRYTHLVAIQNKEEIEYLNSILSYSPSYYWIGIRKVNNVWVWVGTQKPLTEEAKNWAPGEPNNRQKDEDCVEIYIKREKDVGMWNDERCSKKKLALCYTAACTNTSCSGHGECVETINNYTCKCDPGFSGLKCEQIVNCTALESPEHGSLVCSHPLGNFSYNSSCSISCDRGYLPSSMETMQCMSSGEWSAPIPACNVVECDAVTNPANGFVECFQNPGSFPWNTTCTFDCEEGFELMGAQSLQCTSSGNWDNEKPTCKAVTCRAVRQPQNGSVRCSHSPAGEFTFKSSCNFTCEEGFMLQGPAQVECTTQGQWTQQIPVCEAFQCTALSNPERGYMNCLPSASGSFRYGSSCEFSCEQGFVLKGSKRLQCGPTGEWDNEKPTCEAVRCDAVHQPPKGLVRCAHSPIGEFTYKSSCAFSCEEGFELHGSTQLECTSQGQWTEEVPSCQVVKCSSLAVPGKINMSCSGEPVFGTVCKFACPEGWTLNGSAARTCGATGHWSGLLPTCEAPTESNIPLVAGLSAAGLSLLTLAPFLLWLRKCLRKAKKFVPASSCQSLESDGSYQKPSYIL
#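 Read-out basis: % PE-positive cells; Test system: HUVEC primary endothelial cells; Technique: immunofluorescence imaging; Dosing: single-point compound dose.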
# Xi reactivation: reactivates the inactive X chromosome in mouse fibroblasts | AID 743238 | 360,000 tested, 0.055% active | activation, % at 7.58 µM | XiGFP mouse fibroblasts, % GFP-positive cells imaging, 3 d; cells co-treated with 5-aza-dC sensitizer; scaled so ellipticine positive control = 100%;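 active = mean normalized replicate activation at least 10% and every replicate at or above 10%; inconclusive = only one of the two criteria met; inactive = mean below 10% and not all replicates reach 10%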;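 note: 0% = median of on-plate neutral control wells and 100% = ellipticine 6 µM median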
#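 Material: XiGFP fibroblasts, SV40-immortalized. Buffer or medium: DMEM plus 5-aza-dC sensitizer. Compound: single concentration per compound, delivered by pin transfer. Times: 3 days compound exposure. Controls: ellipticine 6 µM.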
# DENV2 CPE rescue: protects cells from dengue virus 2 cytopathic effect. 350,000 tested, 1.7% active. DENV2-infected cells, cytopathic effect rescue, plate reader. CPE inhibition, % at 9.99 µM. AID 651640; in the data active = CPE inhibition above about 20%, passing the limit was not always enough; inconclusive = no clear call, values can overlap the other calls; tested in BHK-21 cells;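 note: 0% = median of neutral control wells and 100% = median of positive control wells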
# RAD52 anneal inh: RAD52 (human) annealing inhibition; P43351; recombinant RAD52 DNA annealing, FRET fluorescence; inhibition, % at 18.7 µM; 360,000 tested, 0.46% active;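 active = every replicate showing at least 50% inhibition; inconclusive = mean inhibition at least 50% but not in every replicate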
# Starred values were filed as active, the others as inactive; ? = inconclusive; . = no result given.
SMILES,INS-1E GSIS act,RAD54 branch,F508del corr,Casp6 inh,E-selectin induc,Xi reactivation,DENV2 CPE rescue,RAD52 anneal inh
Oc1ccc(Cl)cc1CNCc1ccc(Cl)cc1,5.9,5.0,-4.1,-4.5,0.0,0.0,-1.0,-24.2
COc1ccc(NC(=O)C(=O)NCCCn2ccnc2)cc1,7.4,.,-4.7,-2.3,.,0.1,-3.5,-32.5
CCN(CC(=O)Nc1c(F)cccc1F)C(=O)c1csc2c1CCCC2,29.1,7.0,-2.3,0.2,0.5,-0.1,8.8,-13.9
C[C@H]1CN([C@@H](C)CO)C(=O)c2cccc(NC(=O)c3ccncc3)c2O[C@@H]1CN(C)Cc1ccc2c(c1)OCO2,-1.0,-2.1,0.7,-0.8,0.0,-0.1,-5.4,4.7
O=C(CCc1ccc(S(=O)(=O)N2CCOCC2)cc1)OCC(=O)c1ccc(Br)cc1,-17.4,-12.4,2.4,-5.4,-0.2,0.0,18.8,-24.1
Cc1ccc(NC(=O)CN2CCCC2c2cccs2)cc1S(=O)(=O)N1CCCCC1 (configuration not stated),-16.5,2.1,1.3,-5.2,0.1,0.1,-1.5,-24.2
Nn1c(SCC(=O)Nc2nccs2)nnc1-c1ccco1,-2.8,5.1,-2.4,1.2,-0.2,0.1,-1.5,-15.5
CCCCCNC(=O)C(c1ccccc1)n1c(=O)c(-c2cc3ccccc3[nH]2)nc2ccccc21 (configuration not stated),2.2,.,2.9,-4.3,0.2,-0.1,11.0,-3.4
COc1cccc(C(=O)NC2CCN(CC(=O)Nc3ccccc3Cl)CC2)c1,-17.1,3.9,-2.3,1.4,0.0,0.3,15.0,-14.1
CCCCC(=O)Nc1ccc(C(=O)NNC(=O)CCCOc2ccc(Cl)cc2Cl)cc1,7.1,-3.0,.,4.3,.,0.0,5.2,-13.0
Cc1cccc(-n2ncc3c(N(C)C4CCCCC4)ncnc32)c1,8.4,-7.8,-1.1,0.1,0.1,0.2,15.4,-2.9
COC(=O)N1C[C@H](OCCCOCc2ccccc2)[C@H]2C[C@@H]1c1ccccc1O2,-35.6,.,-0.3,-2.8,-0.3,0.3,4.1,-0.6
CSCCC(NC(=O)c1ccc([N+](=O)[O-])cc1Cl)C(=O)OC1CCCCC1=O (configuration not stated),-1.2,12.7,1.1,-2.9,.,0.5,-2.9,-10.2
C[C@H]1CN([C@@H](C)CO)C(=O)c2cc(C#CCN(C)C)cnc2O[C@H]1CN(C)C(=O)CN1CCOCC1,14.1,-3.7,.,-1.1,-0.2,-0.4,2.6,-8.6
Cc1cc(C(F)(F)F)c2c(N)c(C(=O)NC3CC3)sc2n1,43.8,-9.2,0.3,-0.3,-0.1,0.2,-7.9,-15.5
NC(=O)c1c(NC(=O)c2ccccc2)sc2c1CCCC2,10.6,9.7,-2.3,-1.2,.,-0.1,2.9,-0.8
COc1cc(F)ccc1-c1csc(C(O)c2ccccc2)n1 (configuration not stated),-23.9,-2.9,3.6,0.7,0.8,-0.1,-4.8,-2.2
C[C@@H]1CN([C@@H](C)CO)C(=O)c2cc(NS(=O)(=O)c3ccc(F)cc3)ccc2O[C@@H](C)CCCCO[C@@H]1CN(C)C(=O)Nc1ccccc1,-1.5,10.6,2.1,.,-0.2,0.4,5.2,.
O=S1(=O)CC(N2CCCC2)CN1Cc1cn(Cc2ccc(F)cc2)nn1 (configuration not stated),17.1,.,0.7,-3.0,-0.1,0.4,-3.9,-9.8
Cc1cccc(C(=O)c2ccccc2C(=O)O)c1,.,-1.4,0.3,-2.8,.,0.0,-3.6,-21.8
CCCCn1c(N)c(N(CCC(C)C)C(=O)c2ccccc2C)c(=O)[nH]c1=O,6.7,-2.9,-0.4,-5.6,.,0.0,6.5,-4.7
CC1(C)C2CCC1(CS(=O)(=O)NCc1ccc(S(N)(=O)=O)cc1)C(=O)C2 (configuration not stated),27.9,-1.7,4.7,0.1,.,0.0,-0.6,-8.4
O=c1ccc(-c2n[nH]c(=S)n2-c2ccc(F)c(Cl)c2)n[nH]1,2.8,-5.2,0.7,-0.3,.,0.0,2.4,-9.2
Cc1cc(NS(=O)(=O)c2ccc3c(c2)OCCO3)no1,-16.1,-1.9,-2.3,-1.0,0.1,0.1,-4.5,-16.9
O=C(N/N=C/c1ccc(F)cc1)c1cccc(NC(=O)c2ccccc2Cl)c1,-10.5,1.2,2.2,-1.4,11.7,0.3,-3.1,-9.0
Cc1cc(C(=O)N2CC(C)CC(C)C2)n(-c2ccccc2)n1 (configuration not stated),.,-1.9,3.6,-1.6,-1.7,0.0,-6.6,-10.0
COc1ccc(S(=O)(=O)N(C)C[C@@H]2OCCCC[C@@H](C)Oc3ccc(NS(=O)(=O)c4ccccc4)cc3C(=O)N([C@@H](C)CO)C[C@@H]2C)cc1,-15.9,3.4,1.7,-1.9,.,0.0,-5.6,12.2
O=C(CSc1nnc(NC(=O)Cc2ccccc2)s1)NCc1ccco1,-7.0,2.7,4.5,1.8,-2.9,-0.1,-2.1,-16.3
CCCCN(CCCNC(=O)c1ccc(CS(=O)(=O)c2c(Cl)cccc2Cl)o1)Cc1ccccc1,-37.4,0.9,2.0,-12.4,.,-0.1,?,-2.2
CCCc1cc(=O)oc2cc(OC(C)C(=O)NCCCn3ccnc3)ccc12 (configuration not stated),-1.8,-16.7,0.7,0.2,.,0.0,10.5,4.5
C[C@H](CO)N1C[C@H](C)[C@H](CN(C)C(=O)NC2CCCCC2)Oc2ccc(NC(=O)CCN3CCOCC3)cc2CC1=O,-7.6,-1.3,-0.3,2.2,0.0,-0.6,-6.4,9.4
O=C(C[C@H]1CC[C@@H]2[C@H](COC[C@H](O)CN2C(=O)Nc2cccc(F)c2)O1)NCCCN1CCOCC1,-4.4,3.0,-3.9,-3.0,0.3,0.2,-7.5,6.7
O=C(Nc1cc(Cl)ccc1N1CCOCC1)C1=COCCO1,38.5,-0.5,1.0,5.0,-1.5,-0.1,1.8,-4.3
CC1CCCCC1NC(=O)CN1CCC(NC(=O)c2cccc(F)c2)CC1 (configuration not stated),-8.0,11.8,1.2,1.7,.,0.0,-1.1,-15.2
O=C(OCC(=O)N1CCOCC1)c1cc(S(=O)(=O)N2CCOCC2)c(Cl)cc1Cl,-1.8,-4.3,-1.8,-0.2,.,-0.1,-1.4,-15.4
Cc1ccc(NC(=O)C2CCN(S(=O)(=O)c3cccnc3)CC2)cc1C,3.1,12.5,-0.9,-1.9,.,0.0,-9.0,-8.8
Cc1cc(C(O)c2ncc(-c3ccccc3C)[nH]2)ccc1F (configuration not stated),-12.4,-3.3,0.3,-0.7,0.0,0.2,-3.1,2.9
CCCCN1C(N)=NC[C@H]1Cc1ccc(O)cc1,17.3,3.6,3.4,1.1,0.1,0.0,.,-24.3
Cc1[nH]c2ccccc2c1/C=N/NC(=O)CNC(=O)c1ccccc1,-25.1,.,-2.5,0.1,0.8,0.0,2.6,-13.1
COc1ccc2c3c([nH]c2c1)[C@H](CO)N(CC1CC1)CC31CN(C(=O)C2CCOCC2)C1,0.3,.,-0.5,3.1,0.2,0.3,-9.8,-29.6
CCOc1ccc(C(=O)Nc2ccc3c(c2)OCCO3)cc1,-5.7,8.9,-3.3,-1.6,.,0.0,-6.3,-9.8
COc1ccc(NC(=O)/C=C/c2ccc(F)cc2)cn1,6.1,.,-1.0,-4.3,-0.5,0.1,9.8,-5.7
O=C(CCCCCn1c(=O)[nH]c2ccccc2c1=O)NC1CCCC1,13.2,.,-1.1,-2.0,0.0,0.1,2.5,-3.9
O=Nc1[nH]c(=O)c(/C=C(\O)c2ccccc2)nc1NO,3.4,3.9,2.7,.,0.1,-0.1,-5.3,4.7
C[C@@H]1CN([C@@H](C)CO)C(=O)c2cc(N(C)C)ccc2O[C@@H]1CN(C)Cc1ccc(C(F)(F)F)cc1,-19.4,-3.6,-0.2,-1.7,0.0,0.2,4.2,-8.0
C[C@@H]1CN([C@@H](C)CO)C(=O)c2cc(N(C)C)ccc2O[C@@H]1CN(C)S(=O)(=O)c1ccccc1,-3.3,-7.7,-0.1,0.7,-2.4,-0.2,-5.0,-1.5
Cc1ccc(S(=O)(=O)N2C[C@H]3n4c(=O)ccc(=O)n4C[C@H](OC(=O)NC4CC4)[C@@]3(O)C2)cc1,.,-1.4,1.1,-0.2,.,0.2,-3.6,1.1
CCSc1nnc(NC(=O)Cc2ccc(OC)cc2)s1,1.1,12.0,.,-2.0,.,.,.,-3.5
O=C(COC(=O)CCc1ccc(S(=O)(=O)N2CCOCC2)cc1)NCc1ccc(Cl)cc1,-5.5,9.7,1.0,0.9,3.4,0.0,9.5,-1.9
CCOc1ccc(NC(=S)C(C#N)=C2N(C)c3ccccc3N2C)cc1,51.5,-9.3,0.6,-4.1,1.5,0.0,8.8,-10.7
O=C1C=C(NCCN2CCOCC2)CC(c2ccccc2)C1 (configuration not stated),-9.1,-1.7,1.5,4.3,.,.,3.0,-8.6
CCOC(=O)C1CCCN(Cc2cn(C)nc2-c2ccc3c(c2)OCCO3)C1 (configuration not stated),-3.1,.,1.5,1.5,.,0.0,-0.6,-18.9
